# From PubChem BioAssay
# ADAM10 inh – inhibitors of human ADAM10; AID 720582; O14672; inhibition, % at 7 µM; 370,000 tested, 0.62% active; recombinant ADAM10, EDANS/DABCYL FRET peptide cleavage, 3 h;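 active = inhibition above a per-campaign cutoff equal to the mean of compounds falling between control-based bounds plus 3 SD, cut at about 20% in these data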;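 note: 0% = DMSO wells while the 100% control is not disclosed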
# Target sequence (O14672 214-748 limits assumed): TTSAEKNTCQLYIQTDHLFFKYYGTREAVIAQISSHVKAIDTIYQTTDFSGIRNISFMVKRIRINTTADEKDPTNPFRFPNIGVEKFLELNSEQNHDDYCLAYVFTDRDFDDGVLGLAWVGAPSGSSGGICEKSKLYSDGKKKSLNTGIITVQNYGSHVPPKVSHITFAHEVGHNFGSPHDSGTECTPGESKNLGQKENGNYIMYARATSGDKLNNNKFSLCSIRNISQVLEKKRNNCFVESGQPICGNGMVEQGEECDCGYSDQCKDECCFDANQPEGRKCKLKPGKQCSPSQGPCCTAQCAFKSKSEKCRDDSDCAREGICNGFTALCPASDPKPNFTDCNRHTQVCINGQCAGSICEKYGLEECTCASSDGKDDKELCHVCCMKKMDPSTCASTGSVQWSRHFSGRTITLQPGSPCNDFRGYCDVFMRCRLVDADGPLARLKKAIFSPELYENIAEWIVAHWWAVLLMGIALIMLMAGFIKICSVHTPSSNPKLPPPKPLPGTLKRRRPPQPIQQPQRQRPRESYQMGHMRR
# NPR1 activator – GC-A (human) enzyme activation. HEK293 GC-A cells, cGMP TR-FRET, EC30 ANP; 0% at EC30 ANP, 100% saturating ANP. activation, % at 10 µM. AID 1671463. 370,000 tested, 0.14% active; in the data active = activation above about 40%
# hgDAF12 agonist – hgDAF-12 agonism, primary luciferase screen; HEK293 GAL4-hgDAF12 UAS-luciferase reporter, agonist luminescence; normalized to butyrate control; activation, % at 6.8 µM; 370,000 tested, 1.8% active; AID 687014;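 active = activation above a cutoff set at the mean of all screened compounds plus 3 SD, cut at about 10% in these data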;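 note: 0% = DMSO wells and 100% = sodium butyrate wells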
# PG9 Ab binder – binds the HIV-1 gp120 antibody PG9; TR-FRET gp120-PG9 antibody binding; 360,000 tested, 0.43% active; inhibition, % at 6.7 µM; in the data active = inhibition above about 8.5%
# DAX1 inh-1 – NR0B1 (DAX1) inhibition; P51843; HEK293 Gal4-DAX1 luciferase reporter, luminescence; inhibition, % at 6.75 µM; 340,000 tested, 0.99% active; AID 504766;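 active = inhibition above the mean over all tested compounds plus 3 SD, cut at about 4.2% in these data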;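 note: 0% = DAX1-transfected cells with DMSO and 100% = empty-vector control cells with DMSO; inhibition shows as a rise in luminescence from relieved DAX1 repression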
# Target sequence (P51843 207-470 limits assumed): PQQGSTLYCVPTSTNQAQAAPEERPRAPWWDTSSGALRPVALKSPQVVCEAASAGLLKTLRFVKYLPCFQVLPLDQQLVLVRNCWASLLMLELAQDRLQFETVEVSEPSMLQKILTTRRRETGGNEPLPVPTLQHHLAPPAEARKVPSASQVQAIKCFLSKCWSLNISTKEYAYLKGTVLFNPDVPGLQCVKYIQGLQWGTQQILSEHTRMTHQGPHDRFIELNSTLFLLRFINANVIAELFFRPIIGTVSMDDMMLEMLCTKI
# SMARCA2 act – increases SMARCA2 function in MMTV reporter cells. MG213 cells, MMTV-luciferase reporter, dexamethasone, overnight. activation, % at 9.1 µM. 370,000 tested, 1% active. AID 652017; in the data active = activation above about 7.8%;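 note: 0% = vehicle wells and 100% = reference activator wells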
# hcDAF-12 act – activates DAF-12 receptor from parasite H. contortus; HEK293 hcDAF-12 lit1-tk-luc reporter, luminescence; 0% DMSO, 100% Δ7-dafachronic acid; activation, % at 6.8 µM; 370,000 tested, 1.4% active; AID 652067;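 active = activation above the mean of all tested compounds plus 3 SD, cut at about 5.5% in these data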;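 note: 100% = response to 3 µM Δ7-dafachronic acid high control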
# FXN GAA850 act – frataxin GAA850 promoter activation; HEK293 lucGAA850 FXN promoter luciferase reporter, 24 h; percent of 10 µM SAHA response; activation, % at 6 µM; 360,000 tested, 0.56% active; AID 540364;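 active = activation above the average of all compounds screened plus 3 SD, cutoff fixed separately per campaign, cut at about 7.5% in these data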;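 note: 0% = DMSO wells and 100% = 10 µM SAHA wells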
# ADAM17 inh – ADAM17 inhibition, QFRET primary screen; 370,000 tested, 0.83% active; P78536; recombinant ADAM17, EDANS/DABCYL FRET peptide cleavage; inhibition, % at 6.95 µM;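 active = inhibition above the mean of compounds lying between control limits plus 3 SD, set per campaign, cut at about 8.5% in these data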;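 note: 0% = DMSO-only wells as the low control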
# DAX1 inh-2 – DAX1 (NR0B1) inhibition, primary screen. inhibition, % at 6.8 µM. 370,000 tested, 1.1% active. HEK293T StAR-luciferase reporter, SF-1/DAX-1 repression relief. AID 652010;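 active = inhibition above the mean over all tested compounds plus 3 SD, cut at about 3.6% in these data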;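 note: 0% = DAX-1 cells with DMSO and 100% = cells lacking DAX-1 with DMSO; higher inhibition means more luminescence from relief of DAX-1 repression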
# ssDAF-12 act – activates DAF-12 receptor from parasite S. stercoralis | HEK293 ssDAF-12/GRIP1 lit1-tk-luc reporter, luminescence; % of 3 µM dafachronic acid response | activation, % at 6.8 µM | 370,000 tested, 1% active | AID 652126;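 active = activation above the mean over all tested compounds plus 3 SD, cut at about 0.9% in these data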;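 note: 0% = DMSO-only wells and 100% = 3 µM delta7-dafachronic acid wells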
# Numbers without * were called inactive; i = inactive; . = no result given. Not a hit list, and some 6.8% of all compounds hit somewhere here.
SMILES,ADAM10 inh,NPR1 activator,hgDAF12 agonist,PG9 Ab binder,DAX1 inh-1,SMARCA2 act,hcDAF-12 act,FXN GAA850 act,ADAM17 inh,DAX1 inh-2,ssDAF-12 act
CN1CCN(/N=C/c2c3ccccc3c(Cl)c3ccccc23)CC1,-55.1,-7.6,-0.3,-2.5,-0.7,0.4,-1.3,1.9,-22.5,-0.2,-1.6
Cc1ccn2cc(-c3nonc3C)cc2c1,-16.8,0.2,1.1,-1.4,-0.4,4.4,-0.4,1.5,-5.8,0.4,-0.7
COc1ccc2cc(C(c3nnnn3Cc3ccccc3)N3CCCCCC3)c(=O)[nH]c2c1 (centres undefined),-73.9,-0.9,2.0,-0.9,0.4,0.1,1.2,4.6,-16.6,-0.1,-0.8
O=C(CSc1nn(-c2ccccc2)c(=S)s1)NC1CCS(=O)(=O)C1 (centres undefined),-1.2,2.1,0.3,0.4,0.0,-2.1,2.2,2.3,1.5,-0.3,-0.9
CC(=O)N1CCN(Cc2nc3scc(-c4ccccc4)c3c(=O)[nH]2)CC1,-1.3,1.9,-1.0,1.6,0.1,-1.6,0.1,-0.2,-5.3,-0.6,-2.1
COc1ccc(N(CC(=O)NC(C)(C)C)C(=O)CCC(=O)Nc2nccs2)c(OC)c1,8.5,-4.2,-0.7,-0.6,3.3,-1.7,-2.2,0.1,-2.1,-0.4,-1.6
Cc1cc(C)cc(NC(=O)COc2coc(CN3CCc4ccccc43)cc2=O)c1,5.2,0.5,-2.0,-3.7,-0.4,-4.2,2.1,-0.1,5.1,1.3,-0.3
CCOc1ccccc1/C=N/NC(=O)CNC(=O)c1cccs1,-6.8,-1.7,-2.2,-1.2,-0.8,-1.4,-1.7,0.2,-2.3,-0.3,-1.2
Cc1ccc2cc(C(c3nnnn3C3CCCC3)N3CCN(c4ccc(F)cc4)CC3)c(=O)[nH]c2c1 (centres undefined),-49.7,-4.3,3.2,2.0,2.4,1.1,0.9,-1.5,-16.8,0.3,-0.9
CC12CC(NC(=O)N1c1cccc(C(=O)N3CCCCC3)c1)c1ccccc1O2 (centres undefined),4.0,5.2,-1.9,0.9,0.2,-2.5,2.3,-0.1,0.3,-0.5,-0.7
C#Cc1ccc2c(c1)COc1c3ccccc3nn1-2,0.0,8.3,12.3*,-2.0,2.0,4.4,11.2*,3.5,1.9,3.1,1.8*
COc1ccc(C(=O)CC(=O)c2ccccc2O)cc1,i,4.1,11.4*,0.7,2.1,-0.3,5.3,4.9,i,1.7,0.2
O=C(O)c1cc([N+](=O)[O-])ccc1Nc1ccccc1,0.4,-1.4,-3.4,1.1,4.3*,-3.4,-3.1,-2.4,-1.7,-0.2,-1.5
Cc1nn(CC(=O)NCCCN2CCCCC2C)c(=O)c2cccn12 (centres undefined),-7.9,3.2,0.5,-1.7,0.3,-1.9,-1.1,1.5,-0.9,0.4,0.3
COCCC(=O)N1CCC(Oc2ccc(C(=O)NCCSC)cc2)CC1,-3.9,4.4,-0.3,-1.8,6.9*,-2.5,0.3,1.3,-2.9,-0.1,-1.2
CCC(Cc1ccccc1)NC(=O)C1CCN(c2nn3c(=O)cc(C)nc3s2)CC1 (centres undefined),-8.7,-1.8,-1.2,0.2,0.6,-2.5,3.9,0.3,5.7,0.6,-1.3
Cc1ccc2nc(-c3ccco3)c(Cc3cccc(F)c3)n2c1,-347.6,21.7,2.5,-0.8,.,4.5,0.9,.,-87.2,1.1,-0.9
COc1ccc(Cl)cc1S(=O)(=O)N1CCC(C(=O)NC2CCCC2)CC1,1.4,2.3,-1.1,1.4,1.1,0.4,-1.9,0.0,-4.8,-0.8,-1.3
Cc1nc2nc[nH]c2cc1Br,9.9,2.5,0.1,1.3,-0.4,0.5,-0.3,-1.7,-0.2,-0.2,-1.0
CCc1nc2c(OCc3ccccc3)cccn2c1N(C)C(=O)C(C)C,-22.5,0.3,0.7,0.5,.,-2.5,-1.4,-0.1,-3.7,-1.7,-0.8

# An excerpt from above, showing only FXN GAA850 act, PG9 Ab binder and DAX1 inh-2.
SMILES	FXN GAA850 act	PG9 Ab binder	DAX1 inh-2
CC(=O)N1CCN(Cc2nc3scc(-c4ccccc4)c3c(=O)[nH]2)CC1	-0.2	1.6	-0.6
COc1ccc(N(CC(=O)NC(C)(C)C)C(=O)CCC(=O)Nc2nccs2)c(OC)c1	0.1	-0.6	-0.4
Cc1cc(C)cc(NC(=O)COc2coc(CN3CCc4ccccc43)cc2=O)c1	-0.1	-3.7	1.3
CCOc1ccccc1/C=N/NC(=O)CNC(=O)c1cccs1	0.2	-1.2	-0.3

# Later entries
SMILES,ADAM10 inh,NPR1 activator,hgDAF12 agonist,PG9 Ab binder,DAX1 inh-1,SMARCA2 act,hcDAF-12 act,FXN GAA850 act,ADAM17 inh,DAX1 inh-2,ssDAF-12 act
CC(CNC(=O)c1ccc(NC2=NC3CS(=O)(=O)CC3S2)cc1)c1ccccc1 (centres undefined),-4.3,0.9,-1.4,0.9,0.2,1.9,-0.2,-0.8,1.3,0.0,-0.7
C[C@@H]1CN([C@@H](C)CO)C(=O)c2cccc(NS(C)(=O)=O)c2O[C@H]1CN(C)CC1CCCCC1,4.8,0.1,1.5,0.4,0.8,2.2,3.4,1.1,-4.0,0.7,-1.2
Cc1cc(-n2c(C)cc(C(=O)CSc3[nH]c(=O)cc(C(F)(F)F)c3C#N)c2C)no1,-15.6,0.9,-0.3,-0.2,1.2,-4.1,-1.9,0.4,1.1,-0.2,-0.9
COc1cc2c(c(OC)c1OC)C1(CCCCC1)CC2NCC=C(C)C (centres undefined),-7.3,-26.0,0.9,-2.3,.,-1.4,0.6,.,-4.7,0.7,-0.6
CCOc1ccc(S(=O)(=O)N2CCCC(C(=O)NCc3ccccn3)C2)cc1 (centres undefined),12.2,1.9,-0.3,-1.8,-0.7,1.6,-1.1,0.6,2.1,-0.3,-1.3
Cc1ccc(NS(=O)(=O)c2ccc(OCC(=O)Nc3cccc([N+](=O)[O-])c3)c(C)c2)cc1,22.7*,-11.4,-0.1,-1.4,-0.7,-4.2,-1.9,0.1,3.3,0.3,-1.5
COc1ccccc1-n1c(SCC(=O)NC(C)(C)C)nnc1-c1ccco1,-1.2,-3.0,-2.1,1.6,0.6,-1.1,-2.7,0.2,-7.1,0.3,-1.4
O=C(O)CC1C(=O)NCCN1CCCc1ccccc1 (centres undefined),-3.7,2.0,-0.9,-0.1,1.4,-1.3,0.6,-1.6,-1.9,0.5,-0.5
NC(=O)C1CCN(c2oc(/C=C/c3ccccc3)nc2S(=O)(=O)c2ccccc2)CC1,-2.7,-3.2,1.0,-0.5,0.1,-2.2,0.5,1.9,4.2,0.1,-0.8
CCCn1c(=O)c2ccccc2n2c(=S)[nH]nc12,-1.2,-1.8,1.2,-1.1,-0.7,-3.2,-0.7,-1.1,-2.4,-0.3,-0.7
CN(C(=O)COC(=O)C(C)(C)Oc1ccc(Cl)cc1)c1c(N)n(Cc2ccccc2)c(=O)[nH]c1=O,-1.7,-0.6,-0.6,-1.2,-0.6,-3.8,0.5,1.3,-0.2,0.0,-0.7
Cc1cc(Br)ccc1OCC(=O)NNC(=O)C(=O)Nc1ccccc1,9.6,4.7,1.1,0.1,0.5,-2.2,-0.3,2.8,1.8,1.4,-1.4
CCO[C@H]1OC(C(=O)Nc2ccccc2)=C[C@@H](c2ccc(C(F)(F)F)cc2)[C@@H]1CCCO,26.5*,-4.0,0.2,-0.3,-1.1,-2.3,-0.8,-4.2,15.3*,-1.2,-1.5
O=C1CCC([N+](=O)[O-])C(c2ccc3c(c2)OCO3)N1 (centres undefined),0.5,3.1,-1.0,1.6,0.2,-0.7,0.4,0.7,-1.7,-0.8,-1.4
Cc1cc(C(=O)NN=Cc2ccc(OC(=O)c3ccco3)cc2)c(C)o1,-0.3,-6.0,1.5,0.5,3.0,-0.2,-0.9,1.6,-2.7,2.8,-1.0
Cc1ccccc1OCC(=O)N/N=C/c1ccc([N+](=O)[O-])o1,-14.0,-5.3,-8.3,-0.5,-1.7,0.7,-1.8,-0.2,0.9,-2.2,-1.4
COc1ccc(C(CNC(=O)CN2C(=O)NC(C)(c3ccc4ccccc4c3)C2=O)N2CCCC2)cc1 (centres undefined),3.5,9.7,-1.0,-0.9,0.0,-4.7,1.0,-2.1,5.8,0.3,-1.5
CS(=O)(=O)N(CC(=O)NCCSC1CCCCC1)c1cccc(F)c1,5.3,2.0,-1.7,-1.5,-0.7,-2.0,0.1,0.8,0.8,-0.3,-1.1
COc1ccc(/C=N/NC(N)=S)cc1OC(=O)c1cccc2ccccc12,-10.0,-16.1,-1.8,0.2,-1.8,-2.1,-0.1,-7.2,8.2,-1.9,-2.0
Nc1ncnc2c1ncn2[C@@H]1O[C@H](CNCc2ccccc2OCC(=O)N2CCCCC2)[C@@H](O)[C@H]1O,-5.3,-0.1,2.6,0.9,0.7,0.4,-1.5,-1.0,-1.2,-1.2,-1.6
Cc1nn(C)c(C)c1NC(=O)CCSc1nc(-c2ccco2)cc(C(F)(F)F)n1,-3.2,-0.2,-1.0,-1.1,-1.1,0.8,-2.5,-0.6,0.9,0.0,-2.0
CC1=CC=CN2C1=NC(=O)CC2(C)C(=O)N(CC(=O)NC1CCCC1)c1cc(C)cc(C)c1 (centres undefined),i,7.1,-2.4,0.4,0.2,-4.6,0.8,0.4,i,-0.1,-1.0
O=C(O)c1ccc2c(c1)C(=O)N(CCCCCCCN1C(=O)c3ccc(C(=O)O)cc3C1=O)C2=O,5.8,3.3,-0.5,-1.6,0.3,-1.5,0.7,2.1,4.5,-0.1,-0.8
CCN1CCN(c2ccc(N3CCN(C(=O)c4ccc(Br)o4)CC3)nn2)CC1,-278.7,-3.1,5.1,-3.0,-0.4,4.2,0.9,2.2,-69.0,1.7,-1.4
COc1ccccc1-n1c(CNC(=O)c2cccs2)n[nH]c1=S,-2.6,2.1,-2.6,0.8,0.8,1.0,-0.1,2.4,-4.1,0.0,-1.4
CCCc1cc(=O)[nH]c(SCC(=O)CSc2nc(CCC)cc(=O)[nH]2)n1,-1.8,7.8,1.6,1.0,-0.1,0.4,0.3,-2.1,-6.3,0.5,-0.7
CC(=O)Nc1ccc(SCC(=O)N(CCC#N)c2cc(C)cc(C)c2)cc1,-15.1,-7.5,-4.4,-0.5,-0.2,-4.4,-1.4,0.4,-4.7,0.1,-1.3
CCN(CC)CCn1c2c(c(SCC(=O)Nc3ccccc3Cl)nc1=O)CCC2,-12.7,0.0,0.2,-2.4,0.7,0.0,0.0,0.6,1.5,2.0,-1.3
C=CCNc1nnc(-c2ccncc2)s1,i,-2.3,1.9,-2.3,0.0,1.8,-0.7,0.8,-260.2,-0.3,-1.0
CCc1ccc(OCC(=O)NC(NC(=S)Nc2ccccc2C)C(Cl)(Cl)Cl)cc1 (centres undefined),-3.8,-25.3,-4.7,0.2,0.5,-2.1,1.4,-2.8,-2.3,-0.1,0.0
CCOC(=O)C(=Cc1ccc2c(c1)OCO2)c1ccccc1,-7.7,0.8,1.0,-0.2,2.0,-2.4,-1.1,2.8,0.8,-1.1,-0.8
